BAP1 block: blocks human BAP1 ubiquitin-AMC hydrolysis. recombinant BAP1, Ub-AMC hydrolysis fluorescence kinetic; hits give low values. activity remaining (% of control), % at 20 µM. 72,000 compounds, 0.48% hits;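 active means activity remaining at or below 50% of control, provided the compound also passes the data quality filters; inactive means the rest, including low values that fail the filters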;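 further: 100% = DMSO wells rate and 0% = substrate alone blank rate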
HePTP inh: blocks human HePTP tyrosine phosphatase; P35236; recombinant HePTP phosphatase activity, OD absorbance; inhibition, % at 20 µM; 110,000 compounds, 0.64% hits; AID 521; in the data active means inhibition above about 50%;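 further: plate controls were vehicle for no effect and reference inhibitor for full effect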
Target sequence (P35236 whole entry, looked up): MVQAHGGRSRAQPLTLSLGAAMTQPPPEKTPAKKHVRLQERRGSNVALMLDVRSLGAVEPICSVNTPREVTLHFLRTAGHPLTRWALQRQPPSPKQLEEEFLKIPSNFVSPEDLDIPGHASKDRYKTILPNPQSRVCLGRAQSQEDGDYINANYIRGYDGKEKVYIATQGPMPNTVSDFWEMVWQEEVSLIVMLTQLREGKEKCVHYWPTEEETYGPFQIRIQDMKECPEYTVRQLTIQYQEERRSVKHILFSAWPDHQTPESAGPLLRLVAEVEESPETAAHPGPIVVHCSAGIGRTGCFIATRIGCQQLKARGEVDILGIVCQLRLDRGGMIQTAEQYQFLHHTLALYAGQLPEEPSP
Active calls of the source: *; . = no result given; & = joins results of further samples.

HePTP inh	BAP1 block	compound
8.9	370.7	COc1cc(NC(=O)c2cccs2)c(C(=O)OCC(=O)NCc2ccco2)cc1OC
.	76.2	Cc1c(NC(=O)Cc2ccccc2)cccc1-c1nc2ncccc2o1
5.1	.	CCOC(=O)c1sc(NC(=O)c2cncc(Br)c2)c(C(=O)OCC)c1C
7.9	.	CC1=C(C(=O)Nc2ccccc2)C(c2cccs2)n2c(s/c(=C\c3cccs3)c2=O)=N1 (configuration not stated)
-3.3	.	O=C1CC(c2ccccc2F)c2cc(Br)c3ccccc3c2N1 (configuration not stated)
5.0	118.3	Nc1nc(-c2cccnc2)nn1C(=O)Cc1ccccc1
-3.8	107.0	CCS(=O)(=O)N1CCC(C(=O)NCc2ccccc2OC)CC1
6.0	108.0	CC(=O)Cc1nsc(Nc2ccc3c(c2)OCCO3)n1
-1.3	.	Cc1ccc(C2CC(=O)Nc3c2cc(Br)c2ccccc32)cc1[N+](=O)[O-] (configuration not stated)
-7.9	.	O=C(Nc1ccc(-c2cnc(-c3ccc(NC(=O)c4ccccc4)cc3)nc2)cc1)c1ccccc1
3.4	71.3	Fc1ccccc1-c1nc(-c2ccccc2)no1
4.0	.	CCOC(=O)CNC(=O)c1ccc(C#CC(C)(C)O)cc1
3.2	146.4	COc1cc2c(cc1NC(=O)Cn1cnc3c1c(=O)n(C)c(=O)n3C)oc1ccccc12
-7.1	.	COc1ccc(/C=C2/SC(=S)N(Cc3ccccc3)C2=O)c2ccccc12
-0.9	.	O=C1NC(=S)S/C1=C\c1ccc(O)c(O)c1
10.8	.	CCCC1=NN(C(=O)Cc2ccccc2)C(O)(C(F)(F)F)C1 (configuration not stated)
4.1	.	O=C1CC(c2ccc(Cl)cc2)CC2=C1C(c1ccc3c(c1)OCO3)Nc1ccccc1N2 (configuration not stated)
-1.5	95.6	O=C(NCCN1CCOCC1)c1ccc(CS(=O)(=O)c2ccc(Cl)cc2)o1
-11.1	.	Cc1ccc(C(NC(N)=O)c2cccc(C)c2)cc1 (configuration not stated)
12.6	109.1	CCn1cc(C(=O)O)c(=O)c2cc(F)c(N3CCN(C(=O)Nc4ccccc4)CC3)cc21
5.6	96.7	CC1CCCN(CCCNC(=O)CCn2nc(-c3ccccc3)ccc2=O)C1 (configuration not stated)
2.0	104.9	COc1ccccc1C(=O)Nc1ccc(N2CCN(S(C)(=O)=O)CC2)cc1
2.2	114.0	O=C(COC(=O)c1ccco1)NCc1cccs1
3.5	.	COc1ccccc1C(=O)NN1C(=O)/C(=C/c2ccc([N+](=O)[O-])cc2)SC1=S
-3.2	.	Cc1ccc2[nH]c3nc(N/N=C/c4ccc([N+](=O)[O-])cc4)nnc3c2c1
8.7	73.8	CCC1c2ccc(C)n2CCN1C(=O)Nc1ccccc1OC (configuration not stated)
8.0	91.8	CC1(C)NC(=O)N(CC(O)COc2ccc(N3C(=O)c4ccccc4C3=O)cc2)C1=O (configuration not stated)
-5.0	.	CCOC(=O)c1cc(C(=O)NC(C)c2ccccc2)c(=O)[nH]c1C (configuration not stated)
3.7	78.2	COC(=O)C1(C)NC(c2cccs2)C2C(=O)N(c3ccc(F)cc3)C(=O)C21 (configuration not stated)
-1.0	66.8	COc1ccc(NC(=O)C2=C(C)Nc3ncnn3C2c2ccccc2C(F)(F)F)c(OC)c1 (configuration not stated)

Next section; it opens with the two that closed the last part.
HePTP inh	BAP1 block	compound
3.7	78.2	COC(=O)C1(C)NC(c2cccs2)C2C(=O)N(c3ccc(F)cc3)C(=O)C21 (configuration not stated)
-1.0	66.8	COc1ccc(NC(=O)C2=C(C)Nc3ncnn3C2c2ccccc2C(F)(F)F)c(OC)c1 (configuration not stated)
-8.0	.	Cc1nc(N/N=C/c2ccc(N(C)C)cc2)cc(-c2ccccc2)n1
5.6	83.3	Cc1nnc(SCCN2CCOCC2)n1-c1cccc(Cl)c1
2.6	112.0	O=C(O)CSc1nc2ccc(Cl)cc2[nH]1
1.5	100.7	Cc1cccc(OCc2nnc(SCC(=O)N3CCN(C(=O)c4ccco4)CC3)n2C)c1C
4.5	107.3	CC(C)(C)NC(=O)C(c1ccco1)N(Cc1ccc2c(c1)OCO2)C(=O)Cn1nnc2ccccc21 (configuration not stated)
8.7	77.7	CC1=CC(=C2C(=O)c3ccccc3C2=O)C=C(C)N1C
1.9	.	COc1ccc(CNC(=O)CN(c2ccccc2OC)S(=O)(=O)c2ccccc2)cc1
1.3	86.6	COc1ccc(C2/C(=C(/O)c3ccccc3)C(=O)C(=O)N2CCO)cc1 (configuration not stated)
-3.7	.	O=[N+]([O-])c1ccc(Nc2nc(NCCN3CCOCC3)nc(Nc3ccc(Cl)cc3)n2)cc1
-4.4	.	CCN(CC)S(=O)(=O)c1ccc(NC(=O)c2ccccc2C)cc1
2.4&-2.4	101.2	COc1ccc2[nH]cc(CCN=C3SCC(=O)N3C)c2c1
9.8	99.0	Cc1cccc(NC(=O)c2cccnc2)c1
7.5	86.3	CC1CCc2nn(CC(=O)NCCN3CCOCC3)cc2C1 (configuration not stated)
3.1	.	COc1ccc(OCCCC(=O)Nc2nnc(C3CCCO3)s2)cc1 (configuration not stated)
2.6	135.6	CC(C)N(C(=O)NC(=O)NCC1CCCO1)S(C)(=O)=O (configuration not stated)
4.2	.	COc1ccc(NC(=O)C2CC(=O)N(CCc3ccccc3)C(=Nc3ccccc3)S2)cc1 (configuration not stated)
.	75.9	O=[N+]([O-])c1cccc(S(=O)(=O)N2CCN(c3ccc(Cl)cc3[N+](=O)[O-])CC2)c1
4.4	84.4	CCN(CCNC(=O)CS(=O)(=O)Cc1nc(-c2cccc(OC)c2)oc1C)c1ccccc1
5.0	97.2	C#CC(C)(C)NC(=O)CSc1nc2c(c(=O)n(C)c(=O)n2C)n1CCCC
1.8	.	COc1ccc(N(CC(=O)NCCc2ccc(F)cc2)S(=O)(=O)c2ccccc2)c(OC)c1
6.5	.	Cc1cc(C)c(N=Cc2c(C)[nH]n(-c3ccccc3)c2=S)c(C)c1
.	76.0	COCCCNc1nc2c(c(=O)n(C)c(=O)n2C)n1Cc1ccc(Cl)cc1
10.7	.	COc1ccc(N(CC(=O)NCCc2ccc(OC)c(OC)c2)S(=O)(=O)c2ccc(OC)c(OC)c2)cc1
7.7	.	O=C(Nc1ccc(-c2nc3ccccc3[nH]2)cc1)c1ccccc1
4.0	86.2	O=S(=O)(Nc1nc2ccccc2[nH]1)c1ccccc1
-1.4	93.8	COC(=O)c1cc(NCc2cccs2)ccc1N1CCOCC1
0.9	91.4	CCOCCn1c(=O)c2c(nc3n2CCN3c2ccc(C)cc2)n(C)c1=O
.	76.1	O=C(Nc1ccc([N+](=O)[O-])cc1Cl)c1cc(Cl)ccc1O
9.8	.	Cn1nc(CC(=O)O)c2ccccc2c1=O
-3.6	.	Cc1cc(C)cc(NC(=O)COc2ccccc2)c1
0.2	80.4	O=C(Cn1c(=O)oc2cc(S(=O)(=O)N3CCc4ccccc43)ccc21)N1CCCCC1
5.8	120.2	O=C(COC(=O)c1cn(-c2ccccc2)nc1-c1cccs1)NC1CC1
5.0	500.5	CCC(=O)Nc1c(C#N)c2nc3ccccc3nc2n1-c1ccccc1C
-9.2	90.0	O=C(NCCN1C(=O)C2C3C=CC(C3)C2C1=O)Nc1ccc(Br)cc1 (configuration not stated)
1.8	101.8	CCn1c(SCC(N)=O)nc2c1c(=O)n(C)c(=O)n2C
3.3	95.2	O=C1OCCC1N1C(=O)c2ccccc2S1(=O)=O (configuration not stated)
8.0	.	CCCOc1ccc(/C=C2/C(=O)NN(c3ccccc3)C2=O)cc1OC
9.9	90.0	O=C(NC(=O)c1cccc(F)c1)OC[C@@H]1CCCN2CCCC[C@H]12
-7.7	.	Cc1nnc(SCc2c(Cl)cccc2Cl)s1
5.1	95.4	COc1ccc(N2C(=O)CSC2c2cccc(F)c2)c(OC)c1 (configuration not stated)
5.0	.	O=C(O)c1ccccc1-c1ccccc1C(=O)Nc1ccccn1
28.1	104.8	Cc1noc(NS(=O)(=O)c2ccc(NC(=O)c3ccoc3C)cc2)c1C
10.4	102.0	COc1ccc(OC)c(N(CC(=O)O)S(=O)(=O)c2ccc(OC)c(OC)c2)c1
5.0	.	Cc1ccccc1-c1nnc(SCC(=O)Nc2ccc3c(c2)OCCO3)n1N
10.9	82.5	Cc1cc(NC(=O)CSc2nnc(CNc3ccc(F)cc3)n2C2CCCCC2)no1
5.0	78.5	CCOc1ccc(OCC)c(NC(=O)CSc2nc3cccnc3n2C)c1
6.8	464.1	O=C1CCCC2=C1C1(CCCC1)N=C(Nc1nc3ccccc3s1)N2
10.2	100.7	CCOC(=O)Cn1c(=O)c2c(nc3n2CCN3Cc2ccccc2)n(C)c1=O
7.3	109.6	COc1ccc2c(c1)C1(C)CC(C)(C)N2C(=O)N1c1ccccc1 (configuration not stated)
7.3	.	C=CCSc1nc2ccccc2n1C(=O)C1C(C=C(Cl)Cl)C1(C)C (configuration not stated)
3.7	90.8	CCOc1ccccc1OC(=O)c1ccco1
3.0	.	CCOc1nc(N=C(N)N)nc2c(C)cccc12
2.5	.	CC(=O)N/C(=C\c1cccc([N+](=O)[O-])c1)C(=O)NC(C)C
-1.5	.	O=C(COc1cc2oc(=O)cc(-c3ccccc3)c2cc1Cl)c1ccc(Cl)cc1
-0.8	74.3	O=C(c1ccc(Cl)s1)N1CCc2ccccc21
.	64.2	COc1cccc(C(=O)Nc2c3c(nn2-c2ccc(C)cc2)CSC3)c1OC
0.4	101.6	O=C(c1ccc(N2CCOCC2)nc1)N1CCOCC1
2.6	.	COC(=O)C1CC(C)=CC(C)C1C(=O)O (configuration not stated)
-1.1	109.8	O=C(Nc1ccc2c(c1)OCCO2)c1cccc(S(=O)(=O)N2CCOCC2)c1
-7.4	.	COc1cc([N+](=O)[O-])ccc1-c1ccc(CO)o1

Following part
HePTP inh	BAP1 block	compound
10.5	100.2	COC(=O)CSc1nnc(Cc2cc(=O)[nH]c(=O)[nH]2)n1-c1cccc(OC)c1
8.3	.	CCOc1cccc(-c2cc(C(=O)N3CCC(C)CC3)c3ccccc3n2)c1
-1.4	.	Oc1cc(OCc2ccccc2Cl)ccc1-c1[nH]ncc1-c1ccccc1
-0.3	97.5	O=C(CCN1C(=O)C2C3C=CC(C3)C2C1=O)N1CCN(c2cccc(Cl)c2)CC1 (configuration not stated)
12.9	.	Cc1cc(C)nc(SCC(=O)n2c3ccccc3c3ccccc32)n1
.	63.4	CC(C)c1ccc(NC(=O)C(C(C)C)N2C(=O)c3ccccc3C2=O)cc1 (configuration not stated)
3.6	.	CC(C)(C)c1cc(/C=c2/sc3nc4ccccc4n3c2=O)cc(C(C)(C)C)c1O
.	55.5	CCOC(=O)c1c(C)n(-c2ccc(Br)cc2)c2ccc(O)cc12
2.0	106.6	COc1cc(S(=O)(=O)N2CCCCCC2)ccc1Cl
3.6	99.0	CC(=O)C1=C(c2ccccc2)NC(=O)NC1c1ccccc1OCC#N (configuration not stated)
9.5	85.5	Cc1cc(C)c(S(=O)(=O)N(CC(=O)N2CCOCC2)C2CCCCC2)c(C)c1
6.2	50.0	O=C(Nc1nncs1)c1cccc(S(=O)(=O)N2CCCC2)c1
1.9	118.1	CCOC(=O)N1CCN(C(=O)C2CCC(CNS(=O)(=O)c3ccccc3)CC2)CC1 (configuration not stated)
4.8	.	O=C1C(=Cc2ccccc2F)C(=O)c2ccccc21
.	117.3	COc1ccc(-n2nc3c(c2NC(=O)C2CC2)CSC3)cc1
0.3	.	COc1ccc2c(Cl)c(C(=O)Nc3ccc(Cl)cc3)sc2c1
8.1	.	COc1ccc(C2/C(=C(/O)c3ccccc3)C(=O)C(=O)N2Cc2ccccc2)cc1OC (configuration not stated)
6.0	103.7	COC(=O)CSc1ccc2c(N)c(C(=O)OC)sc2c1
-13.7	.	COc1ccc(CCNC2=CC(=O)CC(c3ccccc3)C2)cc1OC (configuration not stated)
11.2	.	CCCCOc1ccc(S(=O)(=O)N2CCN(C)CC2)cc1
8.1	121.1	C=CCn1c(SCC(=O)NCc2cccs2)nnc1C1CCCCC1
.	56.4	C=C(C)c1cccc(C(C)(C)NC(=O)N2CCCCCC2)c1
0.2	87.0	COc1ccc(CC(=O)Nc2cc(=O)n(C)c(=O)n2C)cc1

In the list so far, 2 contain a cyano group.
HePTP inh	BAP1 block	compound
5.0	500.5	CCC(=O)Nc1c(C#N)c2nc3ccccc3nc2n1-c1ccccc1C
3.6	99.0	CC(=O)C1=C(c2ccccc2)NC(=O)NC1c1ccccc1OCC#N (configuration not stated)

A different layout for part of the listing above.
canonical_smiles: COc1ccc(-n2nc3c(c2NC(=O)C2CC2)CSC3)cc1
  HePTP inh: .
  BAP1 block: 117.3
canonical_smiles: COc1ccc2c(Cl)c(C(=O)Nc3ccc(Cl)cc3)sc2c1
  HePTP inh: 0.3
  BAP1 block: .
canonical_smiles: COc1ccc(C2/C(=C(/O)c3ccccc3)C(=O)C(=O)N2Cc2ccccc2)cc1OC (configuration not stated)
  HePTP inh: 8.1
  BAP1 block: .
canonical_smiles: COC(=O)CSc1ccc2c(N)c(C(=O)OC)sc2c1
  HePTP inh: 6.0
  BAP1 block: 103.7

Source: PubChem (several laboratories)

Random draw from the library; overall some 0.83% were active at least once.
